# E-sel inducer = E-selectin induction on HUVECs | P16581 | HUVEC E-selectin immunofluorescence imaging; normalized: neutral wells 0, TNF-alpha wells 100 | activation, % at 7.58 µM | 260,000 tested, 0.37% active | AID 686992;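 active = mean E-selectin-positive cell signal at least 10% of the positive control, reached in at least 60% of replicates, without over 20% cell loss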;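 also: in these data hits start at about 27%; measured in HUVEC primary endothelial cells; signal is the percent of cells scored E-selectin positive by PE staining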
# Target sequence (P16581 whole entry, looked up): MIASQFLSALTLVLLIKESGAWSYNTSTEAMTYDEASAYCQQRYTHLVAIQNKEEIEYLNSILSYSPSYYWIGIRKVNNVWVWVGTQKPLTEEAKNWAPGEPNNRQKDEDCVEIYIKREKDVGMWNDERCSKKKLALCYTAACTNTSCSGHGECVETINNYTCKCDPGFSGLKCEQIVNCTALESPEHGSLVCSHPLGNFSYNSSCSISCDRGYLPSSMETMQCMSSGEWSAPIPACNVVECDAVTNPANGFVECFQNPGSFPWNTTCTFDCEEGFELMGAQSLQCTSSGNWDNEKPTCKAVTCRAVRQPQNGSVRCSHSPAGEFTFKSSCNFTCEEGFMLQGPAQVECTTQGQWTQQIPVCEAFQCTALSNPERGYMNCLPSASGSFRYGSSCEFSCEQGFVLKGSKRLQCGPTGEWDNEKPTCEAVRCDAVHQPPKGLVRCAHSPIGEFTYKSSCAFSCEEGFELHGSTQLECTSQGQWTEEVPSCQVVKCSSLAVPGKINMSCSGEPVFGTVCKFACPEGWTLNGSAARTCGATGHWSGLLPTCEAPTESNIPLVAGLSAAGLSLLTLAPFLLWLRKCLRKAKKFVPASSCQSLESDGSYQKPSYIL
#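 assay system = HUVEC, human umbilical vein endothelial cells | input = 3,000 HUVEC seeded per well | medium = EGM-2 growth medium on 0.1% gelatin-coated wells | dosing = one compound dose added by pin transfer | signal = immunofluorescence imaging | read-out basis = % PE-positive cells | control set = TNF-alpha, DMSO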
# miR-122 sensor = blocks miR-122 activity in Huh7 sensor cells; AID 602342; Huh7 miR-122 Renilla luciferase sensor, 48 h; neutral wells = 0, positive control = 100; activation (reporter increase), % at 12.5 µM; 340,000 tested, 0.3% active;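 active = mean replicate activation score at least 90 and every replicate individually at or above 90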;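 also: higher luciferase means less miR-122 activity so hits act as miR-122 inhibitors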
# PglD DTNB = inhibitors of Campylobacter jejuni PglD acetyltransferase. purified PglD enzyme, DTNB colorimetric CoA detection. inhibition, % at 12.5 µM. 360,000 tested, 0.098% active; in the data active = inhibition above about 16%, passing the limit was not always enough; also: strong numbers were not always called active
# ERAP1 HTS inh = blocks human ERAP1 aminopeptidase activity. Q9NZ08. recombinant ERAP1, Leu-AMC fluorescence, 60 min. inhibition, % at 10.7 µM. 340,000 tested, 0.15% active. AID 652197;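 active = mean replicate inhibition of at least 30%, or all replicates individually reaching that 30% level; inactive = mean below 30% and not every replicate reaching it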;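 also: 0% = neutral control wells and 100% = L-leucinethiol positive control wells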
# RAD52 anneal inh = blocks human RAD52 DNA annealing. inhibition, % at 18.7 µM. recombinant RAD52 DNA annealing, FRET fluorescence. 360,000 tested, 0.46% active. P43351;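 active = every replicate showing at least 50% inhibition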
# Target sequence (P43351 whole entry, looked up): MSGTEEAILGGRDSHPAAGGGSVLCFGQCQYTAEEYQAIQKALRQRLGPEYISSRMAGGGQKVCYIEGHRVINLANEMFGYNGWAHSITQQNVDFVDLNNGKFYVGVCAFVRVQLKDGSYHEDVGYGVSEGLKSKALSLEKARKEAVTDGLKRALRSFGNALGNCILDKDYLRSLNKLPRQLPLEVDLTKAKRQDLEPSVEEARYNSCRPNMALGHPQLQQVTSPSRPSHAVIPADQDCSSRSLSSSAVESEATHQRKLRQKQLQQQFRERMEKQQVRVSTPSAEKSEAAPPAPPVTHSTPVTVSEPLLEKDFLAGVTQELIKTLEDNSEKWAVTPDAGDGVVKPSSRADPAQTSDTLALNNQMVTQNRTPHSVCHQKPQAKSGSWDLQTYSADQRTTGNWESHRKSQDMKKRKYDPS
# PGC1a acetyl inh = modulators of PGC1a acetylation | inhibition, % at 15.6 µM | 350,000 tested, 0.17% active | AID 651687 | U2OS PGC1a acetylation, AlphaScreen anti-acetyl-lysine; with virally co-expressed GCN5 acetyltransferase;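 active = every replicate shows inhibition of at least 40%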;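 also: 0% = neutral control wells and 100% = positive control wells; some results beyond the cut were filed as inactive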
# Cneo AK release = Cryptococcus neoformans lysis via adenylate kinase release. C. neoformans lysis, adenylate kinase release luminescence, 4 h; normalised: neutral wells 0, clomiphene wells 100. lysis activity, % at 15 µM. 360,000 tested, 0.2% active. AID 651654;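 active = mean lysis activity across replicates of at least 80%, whatever share of replicates individually reach that level; inactive = mean lysis activity below 80%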
#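 Assay system: log-phase C. neoformans yeast / Quantity: yeast cell density of 5 × 10^6 cells/mL / Medium: fresh YPD growth medium / Compound: single dose / Timing: static 4 h at 37 °C with compound, 1 h detection / Measured by: adenylate kinase release luminescence / Read-out: lysis from increased AK signal / Benchmarks: Clomiphene as positive lysis control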
# RAD54 branch = blocks human RAD54 Holliday junction branch migration; Q92698; FAM/BHQ fluorescence; inhibition, % at 10.4 µM; 360,000 tested, 0.14% active; AID 602329;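 active = mean normalized replicate activity at least 40 and at least half of replicates scoring 40 or more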;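 also: 0% = median of neutral control wells and 100% = median of positive control wells; inhibitors cause a drop in the FAM fluorescence signal; in these data hits start at about 50%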
# Numbers without * were called inactive; · = no result given; [ ] = dose if it differs, or a comment. Compounds as they come; about 1.4% have a hit in one of these screens.
SMILES,E-sel inducer,miR-122 sensor,PglD DTNB,ERAP1 HTS inh,RAD52 anneal inh,PGC1a acetyl inh,Cneo AK release,RAD54 branch
CN(CCCC1CCCC1)C(=O)CC1C(=O)NCCN1Cc1ccc(F)cc1 (configuration not stated),·,3,0,3,-52,-2,1,1
Cc1ccc(C)c(NC(=O)C2(C)CCCN2C(=O)C(C)C)c1 (configuration not stated),0.0,-7,6,-1,3,-3,1,-1
Cc1nnc(SCC2=C(C(=O)O)N3C(=O)C(NC(=O)COc4ccccc4)C3SC2)s1 (configuration not stated),·,-9,2,6,-17,0,-1,3
CCN1CCCC1CNC(=O)c1cc2c(OC)c(OC)c(OC)cc2[nH]1 (configuration not stated),-0.1,·,-4,1,-13,3,2,-1
CC1(C)C(C=C(Cl)Cl)C1C(=O)Nc1ccc(S(=O)(=O)Nc2ncccn2)cc1 (configuration not stated),·,0,-1,-1,-2,·,0,-9
O=[N+]([O-])C(=C1SCCS1)C(=C(Cl)Cl)N1CCCCC1,·,1,·,0,-4,-15,·,·
C=CC[C@@H](CC(=O)N(CCO)Cc1ccccc1)C(=O)N[C@H](COC(=O)[C@@H](CC=C)CC(=O)OC(C)(C)C)C(C)(C)C,0.1,-9,6,3,-5,1,0,-3
Cc1cc(C)n(C(=O)c2ccc(NC(=O)CC(C)C)cc2)n1,·,·,0,·,·,3,-1,3
C[C@H](CO)N1C[C@H](C)[C@H](CN(C)C(=O)C2CCCCC2)Oc2ncc(C#CC3CCCCC3)cc2C1=O,-1.0,4[16.7 µM],2,0,5,-4,-4,-4
COc1ccccc1CCNC(=O)/C(=C/c1cccnc1)NC(=O)c1ccccc1,52*,-2,·,-1,-7,8,·,·
COCCNC(=S)Nc1ccc2nc(N3CCOCC3)cc(C)c2c1,-0.1,0,-5,-3,10,-10,2,5
COc1ccc(CC(=O)c2ccc(OC3OC(CO)C(O)C(O)C3O)cc2O)cc1 (configuration not stated),-0.1,3,0,2,-7,1,-1,-6
CN1CCN(C(=O)/C(=C\c2ccc3c(c2)OCO3)NC(=O)c2cccs2)CC1,·,18,·,-2,-16,1,·,·
CN(C)c1ncc(S(=O)(=O)c2ccccc2)c(=O)[nH]1,0.4,0,6,-3,-2,7,0,11
Cc1cc(C)cc(NC(=O)CCN2C(=O)c3ccccc3S2(=O)=O)c1,-0.2,-2,-1,4,-8,-15,-4,-3
Oc1c(CN2CCc3ccccc3C2)cc(Cl)c2cccnc12,·,20,-1,·,·,12,2,15
CCCNC(=O)c1ccc(CN2CCc3ccccc3C2)cc1,·,-1,-3,·,·,8,-4,2
C[C@@H](NC(=O)C[C@H]1C=C[C@@H](NC(=O)Cc2ccccn2)[C@@H](CO)O1)c1ccccc1,0.1,·,3,-2,-26,-4,2,1
C[C@H]1CN([C@@H](C)CO)C(=O)c2cc(NC(=O)CCN3CCOCC3)ccc2O[C@H]1CN(C)Cc1ccc(C(=O)O)cc1,·,-4[16.7 µM],11,2,-2,10,-2,-1
CC1(c2ccc(Cl)cc2Cl)OCC(Cn2ccnc2)O1 (configuration not stated),·,-1,-8,·,·,-11,7,-10
O=C(CCNS(=O)(=O)c1cccs1)N1CCN(c2cccc(Cl)c2)CC1,·,-1,-4,2,-6,·,5,-11
F[B-](F)(F)c1cc2ccccc2s1,0.0,-7,-3,0,-13,-8,4,-6
C[C@@H]1CN([C@H](C)CO)C(=O)c2cccc(NC(=O)c3ccc(-c4nccs4)cc3)c2O[C@@H]1CN(C)S(=O)(=O)c1ccc(F)cc1,-0.5,-14[16.7 µM],-3,-4,-6,3,7,3
C[C@H]1CCCCO[C@@H](CN(C)C(=O)Nc2ccc(C(F)(F)F)cc2)[C@@H](C)CN([C@@H](C)CO)C(=O)c2cc(NC(=O)Nc3ccc4c(c3)OCO4)ccc2O1,0.2,3[16.7 µM],3,0,12,-7,3,5
COc1ccc(N2CC(C(=O)OC(C)C(=O)c3ccccc3)CC2=O)cc1 (configuration not stated),2.0,·,0,1,0,5,0,-2
CN(Cc1nc(-c2ccccc2)no1)C(=O)c1ccc2c(c1)OCO2,·,-5,-1,-2,-5,·,3,-7
CCCNC(=O)Nc1ccc2c(c1)OC[C@@H](C)N(CC1CCCC1)C[C@H](C)[C@@H](OC)CN(C)C2=O,0.0,·,-1,-3,-6,1,5,-6
Cc1noc(C)c1S(=O)(=O)Nc1cccc2c1O[C@H](CN(C)C)[C@H](C)CN([C@H](C)CO)C2=O,-5.5,0[16.7 µM],0,1,-1,-4,1,0
COc1ccccc1C(=O)Nc1ccc2c(c1)C(=O)N(C)C[C@@H](OC)[C@H](C)CN(C)[C@H](C)CO2,0.1,·,-2,5,-12,-40,-4,-7
O=C1CCC(C(=O)N2CCN(c3ccccc3Cl)CC2)CN1CC1CCCCC1 (configuration not stated),12,-4,1,-3,-14,-8,-2,14

# Overlap with the part before: 2 compounds, then new ones.
SMILES,E-sel inducer,miR-122 sensor,PglD DTNB,ERAP1 HTS inh,RAD52 anneal inh,PGC1a acetyl inh,Cneo AK release,RAD54 branch
COc1ccccc1C(=O)Nc1ccc2c(c1)C(=O)N(C)C[C@@H](OC)[C@H](C)CN(C)[C@H](C)CO2,0.1,·,-2,5,-12,-40,-4,-7
O=C1CCC(C(=O)N2CCN(c3ccccc3Cl)CC2)CN1CC1CCCCC1 (configuration not stated),12,-4,1,-3,-14,-8,-2,14
Cc1ccc(S(=O)(=O)NCCC(=O)N2CCN(c3cccc(Cl)c3)CC2)cc1C,-0.1,-9,-3,-6,-7,2,-2,-6
CC(C(=O)Nc1ccc2c(c1)OCO2)N1CCC(N2CCCCC2)CC1 (configuration not stated),-0.2,4,4,0,19,5,-1,18
O=C(CN1CCOCC1)N1CC(=O)N2[C@H](CO)[C@@H](c3ccc(/C=C/c4ccccc4)cc3)[C@H]2C1,0.0,·,·,1,-12,5,·,·
C[C@@H]1CN([C@H](C)CO)C(=O)Cc2cc(NC(=O)Nc3ccccc3)ccc2O[C@H]1CN(C)S(=O)(=O)c1ccc(F)cc1,-0.2,-5[16.7 µM],-8,-3,12,2,-3,6
COC(=O)c1oc2ccccc2c1-n1cccc1,·,-1,1,·,·,-8,0,-10
C[C@@H]1CCCCO[C@@H](CN(C)CC2CC2)[C@@H](C)CN([C@H](C)CO)C(=O)c2cc(NC(=O)c3ccccc3)ccc2O1,0.0,22[16.7 µM],-3,0,23,13,9,8
Cc1ccccc1N=C1C(=O)Nc2ccccc21,0.4,-2,·,-1,-2,-2,·,·
CCOc1ccc(-n2c(Cc3cc(=O)[nH]c(=O)[nH]3)nnc2SCC(=O)NC2CCCC2)cc1,0.3,-11,-4,2,-16,·,0,-14
CCOC(=O)C(=CNCC(=O)OC)C(=O)OCC,·,-8,0,·,·,-13,5,1
CN(C)c1nc(N)nc(Cn2nnc(-c3ccc(C(F)(F)F)cc3)n2)n1,2.4,1,9,0,-11,2,2,-1
CCc1ccc(OCC(=O)Nc2ccc3[nH]ncc3c2)cc1,0.1,·,6,-1,-12,·,0,2
Oc1ccccc1C=NC(c1ccccc1)C(O)c1ccccc1 (configuration not stated),·,-3,3,·,·,-1,12,0
O=C(NCc1ccccc1)C(=O)NCC1OCCN1S(=O)(=O)c1ccc([N+](=O)[O-])cc1 (configuration not stated),0.8,-25,·,-2,-17,-20,·,·
COc1ccc(CN2CCNC(=O)C2CC(=O)NCc2cn[nH]c2-c2ccccc2)c(F)c1 (configuration not stated),·,-1,1,2,-25,3,-2,-8
C[C@H](CO)N1C[C@H](C)[C@H](CN(C)C(=O)Nc2ccc3c(c2)OCO3)Oc2ccc(N(C)C)cc2C1=O,-15,-1[16.7 µM],1,-2,1,-12,-6,5
CCS(=O)(=O)NCC(c1ccco1)N1CCN(c2ccc(F)cc2)CC1 (configuration not stated),-0.7,-6,-4,·,·,37,3,1
NC1=NC[C@H](Cc2ccc(O)cc2)N1CCc1cccc(F)c1,-0.1,5,1,-3,-3,·,5,-1
COc1ccc(C(=O)NCCCn2nc(C)cc2C)cc1S(=O)(=O)N1CCOCC1,0.8,-2,0,3,-6,3,-3,-5
COc1ccccc1Cn1c(CO)nc2ccccc21,0.7,·,·,-1,-17,0,·,·
O=C(c1cccc(F)c1)N1CCN(C(=O)c2nn3cccnc3c2Cl)CC1,·,-3,-6,·,·,4,1,5
O=C(Cc1ccccc1)n1nc(-c2ccccc2)nc1NCc1ccco1,0.1,9,1,·,-181,-2,1,12
COCCN(C(=O)Nc1ccc(F)cc1F)c1nc2ccccc2s1,0.2,-3,1,-1,-16,7,0,-3
O=C(CSc1ncccn1)N1CCN(C(c2ccccc2)c2ccccc2)CC1,·,0,-3,10,-5,·,0,-2
C[C@@H]1CN([C@H](C)CO)C(=O)Cc2cc(NC(=O)Nc3ccc4c(c3)OCO4)ccc2O[C@H]1CN(C)S(=O)(=O)c1ccc(Cl)cc1,-20,0[16.7 µM],-1,1,6,12,1,-2
Cc1ccc(S(=O)(=O)N2CCC(C(=O)N3CCCC3C(=O)N[C@@H](CC(C)C)C(=O)NCC(N)=O)CC2)cc1 (some centres not stated),·,2,16,·,-5,-10,1,-2
CN(C1CCCCC1)S(=O)(=O)c1ccc2c(c1)c(=O)c(C(=O)O)cn2C,-0.1,0,-7,0,-8,·,1,2
COc1cccc(-c2cc(C(=O)NCC3CCCO3)c3cc(C)cc(C)c3n2)c1 (configuration not stated),·,-1,-6,3,1,-23,-2,-12
Cc1ccc(C(C[N+](=O)[O-])n2nc(C)cc2C)cc1 (configuration not stated),·,-2,3,·,·,11,0,5
CN1C(=O)c2cc(NC(=O)c3cccs3)ccc2OC[C@H]2O[C@@H](CC(=O)N3CCCCC3)CC[C@H]21,0.0,-37[16.7 µM],0,4,-1,0,-1,-6

# Compounds shown so far containing a Cl atom, in the order listed:
SMILES,E-sel inducer,miR-122 sensor,PglD DTNB,ERAP1 HTS inh,RAD52 anneal inh,PGC1a acetyl inh,Cneo AK release,RAD54 branch
CC1(C)C(C=C(Cl)Cl)C1C(=O)Nc1ccc(S(=O)(=O)Nc2ncccn2)cc1 (configuration not stated),·,0,-1,-1,-2,·,0,-9
O=[N+]([O-])C(=C1SCCS1)C(=C(Cl)Cl)N1CCCCC1,·,1,·,0,-4,-15,·,·
Oc1c(CN2CCc3ccccc3C2)cc(Cl)c2cccnc12,·,20,-1,·,·,12,2,15
CC1(c2ccc(Cl)cc2Cl)OCC(Cn2ccnc2)O1 (configuration not stated),·,-1,-8,·,·,-11,7,-10
O=C(CCNS(=O)(=O)c1cccs1)N1CCN(c2cccc(Cl)c2)CC1,·,-1,-4,2,-6,·,5,-11
O=C1CCC(C(=O)N2CCN(c3ccccc3Cl)CC2)CN1CC1CCCCC1 (configuration not stated),12,-4,1,-3,-14,-8,-2,14
Cc1ccc(S(=O)(=O)NCCC(=O)N2CCN(c3cccc(Cl)c3)CC2)cc1C,-0.1,-9,-3,-6,-7,2,-2,-6
O=C(c1cccc(F)c1)N1CCN(C(=O)c2nn3cccnc3c2Cl)CC1,·,-3,-6,·,·,4,1,5
C[C@@H]1CN([C@H](C)CO)C(=O)Cc2cc(NC(=O)Nc3ccc4c(c3)OCO4)ccc2O[C@H]1CN(C)S(=O)(=O)c1ccc(Cl)cc1,-20,0[16.7 µM],-1,1,6,12,1,-2
